Screening results from PubChem.
Arr AP2 block: blocks beta-arrestin peptide binding to AP2 adaptin | FITC-arrestin peptide / GST-AP2 beads, flow cytometry; AP2 beta2 appendage carries R879A mutation | inhibition, % at 10 µM | hit rate 0.31% among 340,000 | AID 504490;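 active = inhibition above a set limit, near 3 SD of compounds lacking own fluorescence, cut at about 54% in these data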;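 note: plate controls were DMSO wells for no effect and 5 µM unlabelled arrestin peptide for full effect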
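System: GST-tagged AP2 beta2-adaptin appendage (R879A) on 4 µm glutathione beads / Reagent: FITC-arrestin peptide, 50 nM / Detection: HyperCyt-sampled flow cytometry, FL1 channel, ex 488/em 535 nm / Timing: 12 min plus 1 h, RT / Buffer or medium: PBS plus Tween 20 (0.05%) and BSA (0.1%)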
Keap1 Nrf2 FP: disrupts human Keap1 binding to Nrf2 peptide; Keap1 Kelch-Nrf2 peptide fluorescence polarization, 1536-well; inhibition, % at 9.4 µM; hit rate 0.15% among 340,000; AID 504523; in the data active = inhibition above about 12%;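 note: human Keap1 Kelch domain with fluorescein labeled Nrf2 9mer peptide probe; 0% = neutral control wells and 100% = peptide positive control; higher means more block of Keap1 binding to Nrf2 peptide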
V-ATPase pH: alters yeast V-ATPase proton transport. S. cerevisiae, pHLuorin cytosolic pH fluorescence. response, % at 10 µM. hit rate 0.37% among 350,000. AID 504577; in the data active = response mostly above about 7.3%, no sharp cut-off; inactive = mostly below about 5.4%; note: actives read high; inactives centre near 0; some compounds called inactive have numbers as strong as hits; reference of the scale not given here
MOR-DOR ag: OPRM1-OPRD1 heterodimerization agonism; cells, luminescence; hit rate 0.3% among 340,000; activation, % at 9.3 µM; P35372+P41143; AID 504326; in the data active = activation above about 18%;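 note: 0% = vehicle-treated cells and 100% = reference agonist; values of inactives mirror those of a sister screen read the other way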
DSG3 Ab inh: inhibitors of pemphigus antibody binding to human desmoglein-3; P32926; DSG3-coupled beads, scFv-anti-DSG3-GFP binding, flow cytometry; active compounds read low; hit rate 0.48% among 310,000; binding (percent of control), % at 10 µM;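 active = binding more than 3 SD below its plate's average and above zero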;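 note: hits lower antibody fragment binding to DSG3; some compounds called inactive have numbers as strong as hits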
Target sequence (P32926 whole entry, looked up, the tested form may be a part): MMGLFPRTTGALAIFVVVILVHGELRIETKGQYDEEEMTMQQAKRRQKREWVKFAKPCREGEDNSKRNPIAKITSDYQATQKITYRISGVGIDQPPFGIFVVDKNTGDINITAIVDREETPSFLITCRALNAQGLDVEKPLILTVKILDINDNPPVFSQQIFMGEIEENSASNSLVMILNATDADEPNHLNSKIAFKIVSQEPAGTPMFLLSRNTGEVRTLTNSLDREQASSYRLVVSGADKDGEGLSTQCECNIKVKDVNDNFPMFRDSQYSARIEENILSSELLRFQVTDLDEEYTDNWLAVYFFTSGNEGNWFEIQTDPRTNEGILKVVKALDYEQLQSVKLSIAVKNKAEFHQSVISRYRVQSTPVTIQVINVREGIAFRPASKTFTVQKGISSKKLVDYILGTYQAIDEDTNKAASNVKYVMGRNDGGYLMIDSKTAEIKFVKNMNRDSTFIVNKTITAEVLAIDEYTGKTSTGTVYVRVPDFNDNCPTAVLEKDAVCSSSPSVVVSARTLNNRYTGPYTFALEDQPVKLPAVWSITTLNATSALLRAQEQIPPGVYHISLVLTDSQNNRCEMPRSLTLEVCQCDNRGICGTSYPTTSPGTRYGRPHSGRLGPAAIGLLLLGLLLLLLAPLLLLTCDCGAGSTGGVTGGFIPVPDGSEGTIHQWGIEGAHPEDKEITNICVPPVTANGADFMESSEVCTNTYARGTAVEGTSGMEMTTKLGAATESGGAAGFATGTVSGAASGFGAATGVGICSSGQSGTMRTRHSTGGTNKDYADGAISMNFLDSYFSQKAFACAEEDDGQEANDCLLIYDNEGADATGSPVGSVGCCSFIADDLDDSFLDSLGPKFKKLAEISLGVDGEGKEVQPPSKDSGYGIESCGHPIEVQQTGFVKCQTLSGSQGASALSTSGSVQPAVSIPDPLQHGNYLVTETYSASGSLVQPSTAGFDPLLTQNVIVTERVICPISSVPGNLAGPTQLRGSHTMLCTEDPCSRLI
LANA DNA inh: KSHV C-LANA DNA binding inhibition; MBP-C-LANA/FAM-LBS DNA binding, fluorescence polarization; inhibition, % at 9 µM; hit rate 0.078% among 340,000;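 active = highest replicate inhibition at or above 60% at 9 µM, even if other replicates fall short; inactive = all replicates below 60% inhibition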;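 note: 0% = neutral control wells and 100% = 4 µM acridine orange control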
RTF Ca sens act: cardiac RTF calcium sensitization; IANBD-labeled TnC RTF fluorescence at EC20 calcium; 0% EC20 calcium, 100% full calcium; activation, % at 7.2 µM; hit rate 0.24% among 340,000;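 active = activation above the mean over all tested compounds plus 3 SD, cut at about 30% in these data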;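 note: rise in fluorescence read as greater calcium sensitivity of cardiac thin filaments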
MOR-DOR inv ag: mu-delta opioid heterodimer inverse agonism | hit rate 0.21% among 340,000 | AID 504357 | cell-based MOR-DOR heterodimer luminescence | inhibition, % at 9.3 µM; in the data active = inhibition above about 22%, passing the limit was not always enough;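 note: 0% = cells with DMSO and 100% = wells without cells with DMSO; values of inactives mirror those of a sister screen read the other way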
RTF Ca sens inh: cardiac RTF calcium desensitization; IANBD-labeled cardiac RTF, Ca2+ fluorescence; inhibition, % at 7.15 µM; hit rate 0.12% among 340,000;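 active = inhibition above the mean inhibition of all tested compounds plus 3 SD, cut at about 17% in these data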;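 note: assay run at fixed EC70 calcium of 1.6 mM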
Wnt bcat act: activators of Wnt/beta-catenin signaling; AID 743398; hit rate 1.2% among 300,000; activation, % at 9.35 µM; Wnt/beta-catenin reporter cell assay, activator, plate reader; in the data active = activation above about 30%, passing the limit was not always enough;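 note: 0% = neutral control wells and 100% = positive control wells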
Active calls of the source: *; . = no result given.

(1) Cc1ccccc1CN1CCC(Oc2ccc(C(=O)N3CCCC3)cc2)CC1
(2) CCn1c(O)c(C#N)c(C)cc1=O
(3) C/C(=N\NC(=O)c1cccc(Cl)c1)c1cccc(NC(=O)C(C)C)c1
(4) CCCCNC(=O)n1c(SC)nc2ccccc21
(5) Cc1ccc(C2=NC(C)(C)N=C2SCC(=O)Nc2ccc(Cl)cc2)cc1
(6) C/C(=N\O)C(C)Oc1ccc(Cl)cc1 (centres undefined)
(7) CCN(CC)CCc1c(C)[nH]c(C(=O)OCc2ccccc2)c1C
(8) Fc1ccc(-c2ccnn2-c2ccccc2)cc1

Screen / compound no.	1	2	3	4	5	6	7	8
Arr AP2 block	-5	-8	23	-7	14	13	1	8
Keap1 Nrf2 FP	-5	-1	-3	0	-4	0	-2	-2
V-ATPase pH	-1	-1	-7	0	0	-5	2	-3
MOR-DOR ag	-1.1	0.5	-2.5	-1.2	8.4	-1.4	-2.1	-0.8
DSG3 Ab inh	.	102	102	102	102	98	104	104
LANA DNA inh	-0.5	6.3	-1.9	0.4	32	-1.0	-9.0	-1.6
RTF Ca sens act	-1	2	1	3	1	-1	1	1
MOR-DOR inv ag	6	-3	14	6	-46	8	12	4
RTF Ca sens inh	-4	3	5	6	3	4	-1	4
Wnt bcat act	-1	48*	0	8	-2	0	.	2

3 structures from above, sorted by formula weight, lowest first:
(2) CCn1c(O)c(C#N)c(C)cc1=O
(4) CCCCNC(=O)n1c(SC)nc2ccccc21
(1) Cc1ccccc1CN1CCC(Oc2ccc(C(=O)N3CCCC3)cc2)CC1

Screen / compound no.	2	4	1
Arr AP2 block	-8	-7	-5
Keap1 Nrf2 FP	-1	0	-5
V-ATPase pH	-1	0	-1
MOR-DOR ag	0.5	-1.2	-1.1
DSG3 Ab inh	102	102	.
LANA DNA inh	6.3	0.4	-0.5
RTF Ca sens act	2	3	-1
MOR-DOR inv ag	-3	6	6
RTF Ca sens inh	3	6	-4
Wnt bcat act	48*	8	-1

The list goes on:
(9) CCOC(=O)c1sc(-n2[nH]c(C)cc2=O)nc1C
(10) Cc1ccc(Cl)c(OCC(=O)N2CCc3ccccc3C2)c1
(11) N#CCc1nc(C(c2ccccc2)c2ccccc2)no1
(12) COc1ccc(/C=N/NS(=O)(=O)c2ccccc2)cc1OS(=O)(=O)c1ccc(C)cc1
(13) Cc1cc(/C=C(\C#N)C(=O)NC2CCCCCC2)c(C)[nH]1
(14) O=C(CNC(=O)c1cccs1)c1ccc(F)cc1
(15) COc1ccc(N2CCN(C(=O)c3cn(CC4CCCCC4)nn3)CC2)cc1
(16) CCC(=O)Nc1cccc(NC(=O)c2ccc3c(c2)OCO3)c1

Screen / compound no.	9	10	11	12	13	14	15	16
Arr AP2 block	3	-1	-1	2	1	8	16	1
Keap1 Nrf2 FP	-1	3	-8	-7	-2	-3	-1	1
V-ATPase pH	7	-2	1	3	-2	0	-2	0
MOR-DOR ag	-2.5	1.2	-0.7	-1.1	-0.2	-3.4	-1.3	-2.3
DSG3 Ab inh	98	91	113	105	96	.	104	104
LANA DNA inh	0.6	0.7	-0.2	0.0	1.7	0.0	1.3	0.7
RTF Ca sens act	-5	2	1	0	-2	9	-3	2
MOR-DOR inv ag	12	-5	5	7	1	16	7	14
RTF Ca sens inh	1	-7	-9	-2	5	-8	1	-11
Wnt bcat act	.	23	0	.	.	17	2	.

(17) COCCN1C(=O)C(=O)/C(=C(/O)c2ccc(S(=O)(=O)N3CCCCC3)cc2)C1c1ccc(OC)c(OC)c1 (centres undefined)
(18) O=C(Cc1cccc(C(F)(F)F)c1)OCC(=O)N1CCN(S(=O)(=O)c2ccc(Cl)cc2)CC1
(19) CCOc1cc(NC(=S)Nc2ccc(Cl)cc2)c(OCC)cc1NC(C)=O
(20) CN(C)S(=O)(=O)NCc1ccc2c(c1)OCO2
(21) CC(C)[C@H](NC(=O)[C@@H]1Cc2ccccc2CN1C(=O)OC(C)(C)C)C(=O)NCc1ccco1
(22) CCC1(C)N=C(N)Nc2nc3cc(C)c(C)cc3n21 (centres undefined)
(23) O=C(c1ccccc1)N1N=C(c2ccc(F)cc2)CC1c1ccc(F)cc1 (centres undefined)
(24) CCOc1ccc(NC(=O)c2ccc(OCC3CCCO3)cc2)cc1S(=O)(=O)N(CC)CC (centres undefined)

Screen / compound no.	17	18	19	20	21	22	23	24
Arr AP2 block	-8	0	-6	-8	17	12	7	41
Keap1 Nrf2 FP	-2	-5	-2	5	-5	-5	-3	1
V-ATPase pH	0	0	0	-2	-3	-3	0	8
MOR-DOR ag	-0.6	4.7	0.0	-2.1	-1.9	-1.4	3.9	-0.2
DSG3 Ab inh	104	101	97	87	.	109	99	102
LANA DNA inh	0.3	-0.2	-0.6	2.2	-0.5	-1.7	0.3	-0.8
RTF Ca sens act	3	-7	2	5	0	2	1	-6
MOR-DOR inv ag	4	-24	0	11	10	6	-20	1
RTF Ca sens inh	-4	-22	-2	-11	-14	-7	-9	-4
Wnt bcat act	-1	-3	0	-6	-1	1	0	-1

(25) CC1CC(C)CN(S(=O)(=O)c2cccc3nsnc23)C1 (centres undefined)
(26) Cc1ccc(C(=O)N2CCC(C(=O)NCc3ccco3)CC2)cc1
(27) CC[n+]1ccc(C)c2cc(P(=O)(c3ccccc3)c3ccccc3)ccc21
(28) CN(C)C(=O)c1cc(C(=O)c2ccccc2Br)c[nH]1
(29) Cc1ccc(S(=O)(=O)N2C[C@@H]3[C@H]4CC[C@H](C4)[C@@H]3[C@@H](C)[C@@H]2c2cn(Cc3ccccc3)c3ncccc23)cc1
(30) COc1ccc(Cl)cc1NC(=O)CSc1nnc(Cc2ccc(C)cc2)c(=O)[nH]1
(31) CNC(=O)c1cc(C(=O)c2ccc(F)cc2Cl)c[nH]1
(32) Cc1cc(NCc2ccco2)n2ncnc2n1

Screen / compound no.	25	26	27	28	29	30	31	32
Arr AP2 block	10	3	10	25	12	24	-1	-9
Keap1 Nrf2 FP	-5	3	1	0	0	1	-3	4
V-ATPase pH	3	3	0	-3	-3	3	-2	-3
MOR-DOR ag	-3.4	-2.4	0.6	-2.3	-0.5	-0.9	-1.6	-3.6
DSG3 Ab inh	.	108	101	99	97	99	111	100
LANA DNA inh	-0.8	1.5	0.0	0.2	-2.3	2.6	-2.2	2.9
RTF Ca sens act	-6	-3	5	-1	-1	-6	3	-2
MOR-DOR inv ag	17	14	-3	10	3	6	7	22
RTF Ca sens inh	7	-5	-6	-7	-1	7	-7	4
Wnt bcat act	0	4	-11	4	-3	-1	2	2

(33) CN1CCN(c2sc(S(C)(=O)=O)nc2S(=O)(=O)c2ccc(Cl)cc2)CC1
(34) Cc1ccc(CNc2oc(-c3cccs3)nc2C#N)cc1
(35) Nc1ccc2cc3ccccc3cc2c1
(36) O=C(COc1ccc(Cl)cc1)N/N=C/CCc1ccccc1
(37) Cc1[nH]c2c([N+](=O)[O-])cccc2c1C
(38) O=C(NCCc1ccccc1)c1ccccc1NS(=O)(=O)N1CCCC1
(39) O=C(CN1C2=NCCN2c2ccccc21)c1ccc(Br)cc1
(40) CCC(C)(C(=O)NC1CCCC1)N(Cc1ccco1)C(=O)Cc1cccs1 (centres undefined)

Screen / compound no.	33	34	35	36	37	38	39	40
Arr AP2 block	-5	9	10	4	3	1	-3	24
Keap1 Nrf2 FP	-6	5	-2	0	1	-7	-1	1
V-ATPase pH	0	-1	-8	0	-2	-3	2	0
MOR-DOR ag	-2.9	5.0	4.5	3.2	1.4	2.3	0.3	-2.7
DSG3 Ab inh	101	84	104	96	110	89	.	.
LANA DNA inh	0.1	-0.4	-0.1	0.2	-0.9	0.2	-1.1	-1.7
RTF Ca sens act	1	3	4	6	-5	4	3	-2
MOR-DOR inv ag	16	-31	-24	-19	-7	-13	-1	16
RTF Ca sens inh	-4	2	0	1	-7	-13	8	-15
Wnt bcat act	-4	.	9	-17	2	.	-3	-1

(41) Cc1ccc(OCC(=O)NCC(=O)Nc2ccc(F)cc2)c([N+](=O)[O-])n1
(42) Cc1ccc(NC(=O)COC(=O)CNC(=O)c2cccs2)cc1S(=O)(=O)N1CCOCC1
(43) COc1ccc(Nc2ncc3c(n2)CC(c2ccc(OC)cc2)CC3=O)cc1 (centres undefined)
(44) CCOC(=O)c1c(S(=O)(=O)NCC2CCN(Cc3cccc(F)c3)CC2)c(C)n(C)c1C
(45) CC(C)CN(C(=O)COC(=O)c1ccc2ccccc2c1)c1c(N)n(Cc2ccccc2)c(=O)[nH]c1=O
(46) CCOc1ccc(OCC)c(NC(=O)CN2CCN(C(=O)c3ccco3)CC2)c1
(47) COc1ccc2o/c(=N\O)c(C(=O)Nc3ccc(C)cc3)cc2c1
(48) CN(C)S(=O)(=O)c1cccc(NC(=O)c2cc(-c3cccs3)nn2-c2ccccc2)c1

Screen / compound no.	41	42	43	44	45	46	47	48
Arr AP2 block	-9	4	-9	5	-1	3	10	-7
Keap1 Nrf2 FP	-6	-3	-5	-1	-2	2	1	1
V-ATPase pH	-1	0	2	6	1	2	1	1
MOR-DOR ag	-4.0	-0.4	-0.3	-0.4	0.5	-0.6	0.9	-1.0
DSG3 Ab inh	107	100	102	.	100	101	94	99
LANA DNA inh	-0.6	-0.9	0.6	0.2	-1.7	-0.3	0.0	1.3
RTF Ca sens act	-1	-10	-5	8	-3	-3	-1	4
MOR-DOR inv ag	22	2	1	2	-3	3	-5	5
RTF Ca sens inh	-3	-3	1	-11	-12	-12	6	-9
Wnt bcat act	-1	-2	.	1	-2	-6	2	3

(49) CCOc1ccccc1/C=N/NC(=O)c1nnn(-c2nonc2N)c1CN1CCC(C)CC1
(50) CCOc1ccc(S(=O)(=O)N(CC)CC(=O)NC2CCS(=O)(=O)C2)cc1 (centres undefined)
(51) COc1ccc(N2CCN(C(=O)c3csc4ccccc34)CC2)cc1
(52) CCCN1CCN(CCCNC(=O)Cn2nc(C)n3c(cc4cc(F)ccc43)c2=O)CC1
(53) COc1ccc(CN(CCc2ccccc2)Cc2ccccc2)cc1OC
(54) O=C1Cc2cc(NS(=O)(=O)c3ccc([N+](=O)[O-])cc3)cc3c2N1CCC3
(55) Cc1[nH]c2ccccc2c1C(=O)C(=O)NCCCc1ccccc1
(56) COCc1c(C(=O)Nc2cccc(S(=O)(=O)N3CCCCC3)c2)oc2ccccc12
(57) CC(C)NC(=O)NC(=O)COC(=O)/C=C/c1ccc2c(c1)OCO2
(58) COc1cccc(NC(=O)CN(C)C(=O)/C=C/c2cn(Cc3ccccc3)nc2-c2cccnc2)c1

Screen / compound no.	49	50	51	52	53	54	55	56	57	58
Arr AP2 block	-23	18	33	-9	22	-11	-6	6	-1	53
Keap1 Nrf2 FP	-3	-3	3	-2	0	1	0	-2	-2	-1
V-ATPase pH	1	0	-2	-3	-2	2	1	2	-2	1
MOR-DOR ag	-1.1	-3.4	-2.0	-1.5	0.1	2.9	-2.1	-0.1	1.0	-1.2
DSG3 Ab inh	.	97	102	114	102	97	100	94	91	121
LANA DNA inh	0.8	0.7	0.6	-0.3	1.4	0.0	1.4	2.9	-0.8	-0.8
RTF Ca sens act	-10	-9	-1	-10	-4	-4	-6	-3	9	-10
MOR-DOR inv ag	7	13	10	8	-1	-19	11	0	-5	8
RTF Ca sens inh	-3	-2	-6	2	3	6	-9	1	-16	-16
Wnt bcat act	-3	-5	0	-2	-2	-4	1	.	5	-2

Hits appear at their usual frequency. Share with any hit: about 3.1%.
